All columns: NCI-60 one-dose screen, growth in % after 48 h at 10 µM unless noted; 100 = growth as untreated, 0 = no growth, -100 = all killed.
BT-549 = BT-549 breast cancer; actives 4.4% (n = 78,000)
UACC-62 = UACC-62 melanoma; actives 5.4% (n = 81,000)
HS 578T = HS 578T breast cancer. actives 4.1% (n = 78,000). AID 1794788
UACC-257 = UACC-257 melanoma. AID 1794764. actives 4.4% (n = 78,000)
T-47D = T-47D breast cancer; actives 5% (n = 79,000)
MALME-3M = MALME-3M melanoma; AID 1794766; actives 5.8% (n = 78,000)
SK-MEL-2 = SK-MEL-2 melanoma; AID 1794763; actives 4.7% (n = 77,000)
LOX IMVI = LOX IMVI melanoma; actives 7.4% (n = 79,000); AID 1794757
* = called active by the depositor; . = not tested or not shown; & = joins results of further samples. The calls were made as follows: active = growth percent below 10; inactive = the rest. This is a random part of the collection; about 11% have a hit in one of these screens.

SMILES	BT-549	UACC-62	HS 578T	UACC-257	T-47D	MALME-3M	SK-MEL-2	LOX IMVI
Cc1cc(-c2cc(C)c(N)c(S(=O)(=O)O)c2)cc(S(=O)(=O)O)c1N	102	99	112	99	103	102	101	99
O=C(N/N=C/c1ccccc1)C(Oc1ccccc1)c1ccccc1 (configuration not stated)	105	75	98	97	94	72	120	90
C=CCn1cc(-c2nc3ccccc3s2)c2cc(-c3ccc4c5c(cccc35)C(=O)OC4=O)ccc21	98	91	100	102	84	117	96	95
CC(=O)CCC(C#N)(C#N)C(C#N)(C#N)CCC(C)=O	103	98	109	99	101	103	94	94
CCOC(=O)N1CCC2(CC1)NC(=O)c1ccccc1N2N=O	105	95	101	105	95	107	113	98
CCOC(=O)c1cn[nH]c1N	99	100	95	92	79	93	70	101
COc1ccc(N=NC(C#N)C(N)=O)cc1 (configuration not stated)	111	100	112	.	87	101	114	93
CC1(C)NC(=S)NC1=S	115&100	105&96	110&99	101&108	106&94	90	103&131	105&104
O=C1NCc2ccccc21	121	101	102	93	104	111	110	102
O=C(N/N=C/c1ccccc1Cl)c1cccc2ccccc12	117	100	96	111	98	98	108	103
Nc1ncc(-c2ccc(NS(=O)(=O)c3ccc(C(F)(F)F)cc3Cl)cc2)[nH]1	83	83	92	.	74	89	.	95
O=C(NCCc1c[nH]c2ccccc12)c1cc(S(=O)(=O)NCCc2c[nH]c3ccccc23)c(O)c(O)c1O	96	90	74	99	87	99	74	61
NS(=O)(=O)c1ccc(C(=O)N=Nc2c(O)[nH]c3c([N+](=O)[O-])cccc23)cc1	102	99	95	103	98	107	108	98
O=[N+]([O-])c1c(Cl)ncnc1Cl	106	110	.	86	117	104	110	107
Cc1[nH]c(C2CC(c3ccc(C(F)(F)F)c(F)c3)=NN2C)c(C)c1C(=O)O (configuration not stated)	94	95	101	105	95	106	112	97
Cc1ccc(C(CN(C)C)C(=O)c2ccccc2)cc1 (configuration not stated)	-4.8*	7.0*	84	49	33	80	50	-6.1*
O=C(Nc1cc(C(F)(F)F)ccc1Cl)ON1CCCCC1	99	116	111	95	98	118	.	92
NS(=O)(=O)c1ccc(C(c2ccccc2)(c2ccccc2)c2ccccc2)cc1	.	76	106	111	95	120	99	84
COC1=C(C)C(=O)N2[C@@H]1[C@H](c1ccccc1)OC21C=CC(=O)C=C1	-34*	-55*	33	-13*	18	-12*	11	-62*
O=[N+]([O-])c1ccc2cc[nH]c2c1	112	97	104	98	91	.	114	93

15 compounds out of the list, ordered by number of heavy atoms, lowest first.
SMILES	BT-549	UACC-62	HS 578T	UACC-257	T-47D	MALME-3M	SK-MEL-2	LOX IMVI
CC1(C)NC(=S)NC1=S	115&100	105&96	110&99	101&108	106&94	90	103&131	105&104
O=C1NCc2ccccc21	121	101	102	93	104	111	110	102
O=[N+]([O-])c1c(Cl)ncnc1Cl	106	110	.	86	117	104	110	107
O=[N+]([O-])c1ccc2cc[nH]c2c1	112	97	104	98	91	.	114	93
COc1ccc(N=NC(C#N)C(N)=O)cc1 (configuration not stated)	111	100	112	.	87	101	114	93
CC(=O)CCC(C#N)(C#N)C(C#N)(C#N)CCC(C)=O	103	98	109	99	101	103	94	94
O=C(Nc1cc(C(F)(F)F)ccc1Cl)ON1CCCCC1	99	116	111	95	98	118	.	92
O=C(N/N=C/c1ccccc1Cl)c1cccc2ccccc12	117	100	96	111	98	98	108	103
CCOC(=O)N1CCC2(CC1)NC(=O)c1ccccc1N2N=O	105	95	101	105	95	107	113	98
Cc1cc(-c2cc(C)c(N)c(S(=O)(=O)O)c2)cc(S(=O)(=O)O)c1N	102	99	112	99	103	102	101	99
O=C(N/N=C/c1ccccc1)C(Oc1ccccc1)c1ccccc1 (configuration not stated)	105	75	98	97	94	72	120	90
Cc1[nH]c(C2CC(c3ccc(C(F)(F)F)c(F)c3)=NN2C)c(C)c1C(=O)O (configuration not stated)	94	95	101	105	95	106	112	97
NS(=O)(=O)c1ccc(C(c2ccccc2)(c2ccccc2)c2ccccc2)cc1	.	76	106	111	95	120	99	84
C=CCn1cc(-c2nc3ccccc3s2)c2cc(-c3ccc4c5c(cccc35)C(=O)OC4=O)ccc21	98	91	100	102	84	117	96	95
O=C(NCCc1c[nH]c2ccccc12)c1cc(S(=O)(=O)NCCc2c[nH]c3ccccc23)c(O)c(O)c1O	96	90	74	99	87	99	74	61

The list goes on.
SMILES	BT-549	UACC-62	HS 578T	UACC-257	T-47D	MALME-3M	SK-MEL-2	LOX IMVI
O=C(Oc1ccc2ccc(=O)oc2c1)c1ccc(Cl)cc1	101	97	103	106	105	102	113	.
Cc1cc2c(O)c(-c3cc(Cl)ccc3Cl)c3sc(=O)oc3c2cc1C	82	52	76	61	32	100	74	78
Clc1ccc(Sc2cnc(-c3ccccc3)o2)cc1	97	102	99	94	85	102	100	97
CCN(CC)c1ccc2[nH]c3c(C(N)=O)cc(=O)c(=O)c=3oc2c1	39	-24*	2.9*	-29*	-0.9*	-60*	-19*	3.3*
COc1cc(/C=N/n2cnc3oc(-c4ccccc4)cc3c2=N)cc(CN2CCCC2)c1O	129	97	64	109	93	-45*	113	-89*
O=C1c2cc(Br)ccc2-c2ccc(Br)c3cccc1c23	77	105	130	101	90	108	103	98
COc1ccc(C2CC(c3ccc4c(c3)OCO4)=Nc3c(N)ncnc3N2)cc1 (configuration not stated)	118	90	103	107	85	106	73	101
CNC(=O)OC1C(O[C@H]2C[C@H]3[C@@H]4CC=C5C[C@@H](O)CC[C@]5(C)[C@H]4CC[C@]3(C)[C@H]2[C@H](C)C(=O)CCC(C)C)OCC(O)C1OC1OCC(O)C(O)C1OC(=O)c1ccc(OC)cc1 (some centres not stated)	18	-28*	-5.9*	-55*	10	4.1*	-34*	-31*
ClC1=C(Cl)C(Cl)=C(Cl)C1=C/C=C/c1ccccc1	-13*	-84*	-5.6*	-81*	-4.6*	-39*	.	-92*
CN(C)CC/C=C1\c2ccccc2Sc2ccc(Cl)cc21	86	47	66	-54*	71	70	90	54
COc1ccc(-c2cc3c(ncn4nc(-c5cccnc5)nc34)o2)cc1	111	101	104	109	108	108	122	101
CCOc1ccccc1N(CCN(C)C)C(=O)C(c1ccccc1)c1ccccc1	99	88	76	88	76	91	87	79
SCCNCc1ccccc1	.	108	115	108	97	117	116	85
C=C1C(=O)O[C@H]2[C@H]1CC/C(COC(=O)/C=C\C(=O)NCc1ccc(Cn3c(=O)sn(CCCl)c3=O)cc1)=C\CC[C@@]1(C)O[C@@H]21	85	86	110	82	85	44	86	67
NS(=O)(=O)c1ccc(Nc2ccnc(SCC(=O)c3ccc(Cl)cc3)n2)cc1	.	90	102	102	75	114	99	98
NC(=O)Nc1ccc(C(=O)O)cc1	100	99	116	99	92	92	82	97
Cc1cc(C(O)(c2ccc(Nc3ccccc3)cc2)c2ccc(Nc3ccc(S(=O)(=O)O)cc3)cc2)ccc1N (configuration not stated)	23	-23*	1.9*	.	-5.9*	-48*	-33*	-66*
C/C=C(/C)N(C(C)=O)N(C(C)=O)c1ccc([N+](=O)[O-])cc1[N+](=O)[O-]	112	107	100	100	101	125	112	93
O=C(Nc1ccc(Cl)cc1)C1=NCCCCN1	91	45	98	100	69	97	98	30
COc1cc2oc(-c3ccc(NC(=O)c4ccc5c(c4)OCO5)cc3)cc(=O)c2c(OC)c1OC	79	95	87	100	88	103	99	101
Cc1ccc(Br)c([N+](=O)[O-])c1	108	103	106	108	105	110	118	106
COc1ccc(C(=O)/C=C/c2ccc(C)cc2)cc1S(=O)(=O)Nc1cccnc1	94	89	95	97	84	98	103	75
COc1ccc(-c2c3c(nn2-c2ccc(N)cc2)CCc2cnoc2-3)cc1OC	81	80	.	112	97	106	101	86
O=S1(=O)CCN(CCc2ccccc2)CC1	89	109	101	93	103	88	103	108
Oc1ccc(Cc2nccc3cc(O)c(O)cc23)cc1O	95	91	101	106	82	141	95	90
O=c1[nH]cnc2cccc(Cl)c12	111	88	100	87	88	123	89	95
CCOc1ccc(/C=C(\C#N)C(=O)Nc2ncc(Cc3ccc(Cl)c(Cl)c3)s2)cc1	94	35	94	94	67	89	77	51
CC(NC(=O)OCc1ccccc1)C(=O)O (configuration not stated)	103	111	108	99	103	.	97	102
CC(C)(C)CC(C)(C)Nc1c(-c2ccc(-c3ccccc3)cc2)nc2cnccn12	95	76	96	83	.	108	72	97
CC1CN(C2CCCCC2)C(=S)NC1=O (configuration not stated)	104	87	105	97	89	119	106	105
OCC(O)C(O)C(O)C(O)/C=N/O (configuration not stated)	92	93	103	62	87	110	107	98
COc1cc2nc(SCc3cc(OC)c(OC)c(OC)c3)n(-c3ccccc3)c(=O)c2cc1OC	89	81	86	100	75	84	98	90
O=C1C=Cc2cccc3ccc(O)c1c23	99	75	93	104	73	114	63	49
c1ccc2[nH]c(SCc3nc4ccccc4s3)nc2c1	.	80	109	105	86	112	102	104
C/C(=N\Nc1ccccc1C(=O)O)C(=O)NCC(=O)O	110	106	111	101	100	139	113	98
COc1ccc(-c2nc(Nc3ccc(-c4nc5ccccc5[nH]4)cc3)nc(N3CCOCC3)n2)cc1	5.2*	.	-12*	.	16	-66*	-19*	-76*
N#Cc1c(-c2ccc(Cl)cc2)cc(-c2ccc(NC(=O)CSc3nc4ccccc4c(=O)n3-c3ccccc3)cc2)nc1N	95	84	91	82	91	99	102	96
COc1cc(/C=C/C(=O)/C=C/c2cc3ccc(Cl)cc3[nH]c2=O)ccc1O	98	53	74	91	89	101	89	20
NS(=O)(=O)c1ccc(NC(=O)Nc2nc(-c3ccccc3)cs2)cc1	94	84	89	92	72	83	93	81
COc1ccc(/C=c2\c(=O)n(-c3ccccc3)c3nnc(NN)n23)cc1	104	98	112	115	.	99	106	93
O=C(Nc1ccc(Cl)cc1)Nc1ccc(Oc2ccc(NC(=O)Nc3ccc(Cl)cc3)cc2)cc1	99	103	94	112	99	103	100	96
O=C(O)Cc1ccc2ccccc2c1Br	75	75	97	97	68	103	73	98
Cc1nc(-c2cccs2)ccc1NC(=O)Nc1ccc(F)cc1	104	83	105	81	85	135	76	96
CSC(=O)N1CCN(C)CC1	109	114	122	103	111	104	100	101
CCOC(=O)c1cc2c(n1C)-c1nc(OC)c(S(=O)(=O)c3ccccc3)cc1CCC2	104	66	82	92	65	111	78	72
Cc1nnc(/N=C2\NC(=O)/C(=C/c3ccc(N(C)C)cc3)S2)s1	67	75	86	83	74	57	83	65
CCCCCOC(=O)N1CCCCC1C (configuration not stated)	120	105	104	96	112	101	115	100
Cn1cc2c(c1-c1ccccc1)CCc1cnc(=O)[nH]c1-2	.	125	131	138	101	159	125	116
O=C1/C(=C\c2cn(C(=O)c3c(Cl)cccc3Cl)c3ccccc23)c2ccccc2N1C(=O)c1c(Cl)cccc1Cl	85	64	153	104	92	95	92	96
CC1CC(C)S(=O)(=O)C1 (configuration not stated)	103	93	125	96	109	110	112	103

Next compounds
SMILES	BT-549	UACC-62	HS 578T	UACC-257	T-47D	MALME-3M	SK-MEL-2	LOX IMVI
Cn1cnc2c1c(=O)n(CCC(=O)Nc1ccc(S(=O)(=O)Nc3ncccn3)cc1)c(=O)n2C	101	89	103	101	119	108	103	96
CC(C)(C)c1nn(-c2ccccc2)c2c1C(=O)CSC(c1ccc(Cl)cc1)N2 (configuration not stated)	114	91	98	125	88	95	98	90
N=c1sc(Cc2cc(Cl)ccc2Cl)cn1CC(=O)c1ccccc1	69	17	59	60	38	45	62	25
O=S(=O)(Nc1ccc(I)cc1F)c1ccc(-c2cnc(C3CC3)o2)cc1	46	33	35	63	52	51	41	52
O=C1CCCC2CCCCN12 (configuration not stated)	86	100	116	114	103	113	109	94

Screening data: PubChem BioAssay, NCI
